Compound activity as filed in PubChem.
D1 PAM – potentiators of human D1 dopamine receptor; P21728; HEK293 TREx D1 cells, calcium flux, dopamine EC20 potentiation; potentiation, % at 10 µM; hit rate 0.036% among 360,000; in the data active means potentiation above about 30%; further: 0% is about no effect
RXFP1 agonist – agonists of human relaxin receptor RXFP1 | Q9HBX9 | Potency, µM (highest dose often 57.5 µM), inactives show at the highest dose activation, hits mostly activators | HEK293T-RXFP1 cAMP TR-FRET, 30 min; response scale: percent of porcine relaxin response, buffer zero | hit rate 0.3% among 370,000; further: potency means the concentration at half of the fitted maximal effect; on the % scale 0 is the no-effect control and ±100 the full control effect; nearly all actives have a fitted effect of over 60% in size; many of its hits are not listed in these tables
Target sequence (Q9HBX9 whole entry, looked up): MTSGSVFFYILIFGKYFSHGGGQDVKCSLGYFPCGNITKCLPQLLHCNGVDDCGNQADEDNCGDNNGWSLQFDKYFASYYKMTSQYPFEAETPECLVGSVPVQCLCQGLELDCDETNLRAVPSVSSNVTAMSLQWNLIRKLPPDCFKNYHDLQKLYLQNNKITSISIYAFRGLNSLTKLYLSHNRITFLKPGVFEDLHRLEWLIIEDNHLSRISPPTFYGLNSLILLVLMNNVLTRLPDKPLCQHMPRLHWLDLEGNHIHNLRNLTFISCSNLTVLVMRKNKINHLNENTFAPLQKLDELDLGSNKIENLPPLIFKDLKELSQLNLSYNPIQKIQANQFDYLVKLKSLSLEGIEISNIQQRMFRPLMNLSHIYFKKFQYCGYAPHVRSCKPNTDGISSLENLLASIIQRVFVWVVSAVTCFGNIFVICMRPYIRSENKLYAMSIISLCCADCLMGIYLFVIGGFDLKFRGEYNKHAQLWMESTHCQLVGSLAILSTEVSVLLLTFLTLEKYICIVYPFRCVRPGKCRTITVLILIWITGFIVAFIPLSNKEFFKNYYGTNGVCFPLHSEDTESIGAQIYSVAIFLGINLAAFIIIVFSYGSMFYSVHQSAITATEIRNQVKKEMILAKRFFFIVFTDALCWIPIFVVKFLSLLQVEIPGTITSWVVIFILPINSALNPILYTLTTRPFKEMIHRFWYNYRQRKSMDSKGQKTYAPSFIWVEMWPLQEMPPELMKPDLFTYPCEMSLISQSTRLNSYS
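HEK293 cells stably expressing RXFP1, treated 30 min at 37C with compounds plus PDE4 inhibitor Ro 20174; cAMP measured by HTRF TR-FRET. Normalized to buffer and 29 nM porcine relaxin; EC50 by Hill fit.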
Vif-A3G inh – inhibitors of Vif-APOBEC3G interaction. Q9HC16. hit rate 0.076% among 410,000. AID 602310. HeLa A3G-eYFP + Vif (tagged APOBEC3G with the HIV-1 protein that degrades it), YFP fluorescence, overnight. Potency, µM (highest dose often 46.1 µM), for inactives: at the top dose activity, negative = active, hits mostly inhibitors;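 further: potency means the concentration at half of the fitted maximal effect; on the % scale 0 is the no-effect control and ±100 the full control effect; nearly all actives have a fitted effect of over 60% in size; hits raise eYFP signal because A3G escapes Vif-driven loss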
Target sequence (Q9HC16 whole entry, looked up): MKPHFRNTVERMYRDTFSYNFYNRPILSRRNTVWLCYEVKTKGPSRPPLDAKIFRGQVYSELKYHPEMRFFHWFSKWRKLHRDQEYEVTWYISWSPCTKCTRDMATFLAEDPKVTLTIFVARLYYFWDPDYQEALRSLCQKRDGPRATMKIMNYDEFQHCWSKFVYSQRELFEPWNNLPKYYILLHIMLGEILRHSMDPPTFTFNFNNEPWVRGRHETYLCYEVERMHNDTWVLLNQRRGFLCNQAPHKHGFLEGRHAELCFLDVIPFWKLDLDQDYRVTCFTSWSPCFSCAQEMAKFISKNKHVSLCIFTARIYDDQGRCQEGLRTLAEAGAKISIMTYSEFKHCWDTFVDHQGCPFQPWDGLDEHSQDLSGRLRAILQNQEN
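Read-out is eYFP fluorescence (Ex 488/Em 500-530) from Vif-expressing HeLa A3G-eYFP cells; more signal means A3G escaped Vif-mediated degradation. Cells plated overnight, compound pinned in, incubated overnight at 37 deg C.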
D1 antag – antagonists of human D1 dopamine receptor; HEK293 TREx D1 cells, calcium flux, dopamine EC80; stronger effect = lower value; activity change, negative = inhibition, % at 10 µM; hit rate 3.2% among 360,000; AID 504652; in the data active means activity change below about -30%; further: on the % scale 0 is the no-effect control and ±100 the full control effect
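Inducible Hek293 Trex D1 cells (tetracycline, overnight, 30 C). Calcium dye 30–90 min RT. Antagonist mode: EC80 dopamine added after 180 s compound read.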
Vif-A3F inh – inhibitors of Vif-A3F interaction. hit rate 0.2% among 390,000. Potency, µM (top dose mostly 46.1 µM), without a hit: at the top dose activity, negative = active. HeLa A3F-eYFP + Vif (tagged APOBEC3F with the HIV-1 protein that degrades it), YFP fluorescence increase; further: potency means the concentration at half of the fitted maximal effect; % of control where 0% means no effect; nearly all actives have a fitted effect of over 65% in size
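Fluorescence increase (Ex 488/Em 500-530) after overnight compound treatment at 37 deg C flags inhibition of Vif-driven A3F-eYFP loss in stable HeLa A3F-eYFP/Vif cells seeded overnight beforehand.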
GRP78 ERSR act – induces the endoplasmic reticulum stress response in human glioma cells. U87-MG GRP78 promoter luciferase reporter, 16 h. hit rate 0.02% among 420,000. AID 602332. Potency, µM, without a hit: at the top dose activation, most hits filed as activators; further: potency means the concentration at half of the fitted maximal effect; series mostly up to about 76 µM; % of control where 0% means no effect; nearly all actives have a fitted effect of over 35% in size
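Stably transfected U87-MG glioma cells carrying a GRP78-based luciferase sensor; 16 h compound incubation. Luminescence end-point read 10 min after Bright-Glo addition at room temperature.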
D1 agonist – activates the human D1 dopamine receptor; activation, % at 2 µM; HEK293 T-REx D1 cells, calcium flux, agonist mode; AID 504660; P21728; hit rate 1% among 360,000; in the data active means activation above about 30%; further: 0% is about no effect
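Tetracycline-induced HEK293 TREx D1 cells, force-coupled to calcium signalling, were dye-loaded with a no-wash calcium kit. Compound was pin-added after a 10 s baseline. Fluorescence was read kinetically at 1 cycle/s for 180 s, with calcium rises flagged as agonism.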
LDHA block – LDHA (human) enzyme inhibition; hit rate 0.15% among 480,000; activity change, % (values are at about 110 or 230 µM); purified LDHA, NADH/diaphorase-resazurin fluorescence; stronger effect = lower value; in the data active means activity change below about -30%; inconclusive means mostly about -25% to -30%;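 further: plate controls were DMSO wells for no effect and wells without enzyme for full effect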
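Resorufin fluorescence (ex540/em590), read at 0 and 20 min after diaphorase/resazurin addition, reports the NADH left after a 5 min room-temperature reaction of 2 nM human LDH5 with 0.06 mM NADH and 0.2 mM pyruvate.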
D2 potentiator – positive allosteric modulators of human D2 dopamine receptor | P14416 | HEK293 T-REx D2, calcium flux, EC20 dopamine potentiation | potentiation, % at 10 µM | hit rate 0.34% among 340,000 | AID 485347;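 active means potentiation over 3 SD above the plate norm, cut at about 30% in these data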; further: 0% is about no effect
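Tetracycline-induced HEK293 T-REx cells force-coupled to calcium signalling expressed D2; compounds were pin-added after a 10 s baseline, read kinetically 180 s, then an EC20 dopamine challenge followed with a further 180 s calcium read.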
Numbers without * were called inactive; ? = inconclusive; / = no result given. Unless noted, the call rests on the fitted dose curve; in most records, active means well fitted curve in the direction sought with a large enough effect; inconclusive means small, poorly fitted or top-dose-only effect, or another doubt; inactive means no such curve, though single readings can be large; an effect the other way counts as inactive or inconclusive. These rows are one share of the data, so the mix of outcomes need not match the whole.

| compound | D1 PAM | RXFP1 agonist | Vif-A3G inh | Vif-A3F inh | GRP78 ERSR act | D1 antag | D2 potentiator | D1 agonist | LDHA block |
| --- | --- | --- | --- | --- | --- | --- | --- | --- | --- |
| COC(=O)CSc1nnc(-c2ccc(S(=O)(=O)NCc3ccccc3Cl)cc2)o1 | -6 | -0.1% | 1% | 4% | -14% | -17 | 10 | 11 | -5 |
| CCOc1ccc(Cc2nc(-c3nonc3N)no2)cc1OCC | 3 | -1.8% | -1% | -6% | -3% | -9 | 24 | 6 | -5 |
| CCCN(CCC)CC(O)COc1ccc2c(c1)OCO2 (stereo not given) | -6 | -0.2% | 3% | 0% | 0% | -45* | -1 | 2 | 2 |
| Cc1ccc(NC(NC(=O)c2cccs2)C(Cl)(Cl)Cl)cc1C (stereo not given) | -5 | -2.0% | 4% | -15% | -9% | -10 | 12 | 11 | -3 |
| Cc1ccc(C2NNC(=O)C2NC(=O)c2ccccc2)cc1 (stereo not given) | -2 | 2.1% | -4% | 5% | 6% | -5 | 9 | 1 | -6 |
| COCC(=O)Nc1cc(OC)cc(OC)c1 | -5 | -2.4% | 0% | -1% | -7% | 0 | 4 | 0 | 7 |
| Cc1ccc(NC(=O)Cn2c(=O)c3cccn3c3ccccc32)c(Cl)c1 | -11 | 0.9% | ? | ? | -11% | -20 | 7 | 4 | -2 |
| COc1ccc(CC(=O)Nc2sc3c(c2C(=O)Nc2c(C)cccc2C)CCCCC3)cc1 | -2 | 0.2% | 0% | 2% | -2% | 10 | 0 | 0 | 0 |
| Cc1ccc(-c2n[nH]c(=S)n2/N=C/c2sccc2C)cc1 | -10 | 2.3% | -4% | -22% | -6% | -3 | -1 | 3 | -6 |
| O=C(NCc1ccccc1Cl)c1ccc(Br)o1 | -2 | -0.1% | 0% | 0% | 2% | 10 | -5 | -1 | -8 |
| COc1ccc(OCC(=O)Nc2ccc(S(=O)(=O)N3CCN(C)CC3)cc2)cc1 | -6 | -0.9% | 1% | -12% | -3% | -39* | 9 | 8 | -2 |
| Cc1c(NC(=O)CSc2ncnc3c2cnn3-c2ccccc2)c(=O)n(-c2ccccc2)n1C | -2 | 0.2% | -1% | 11% | -4% | 16 | 0 | -1 | -1 |
| Cc1cccc(C2NC(=O)c3ccccc3O2)c1 (stereo not given) | 1 | 0.2% | 1% | -3% | 0% | 16 | -3 | 2 | 4 |
| OCCC1CN(Cc2ccn[nH]2)CCN1Cc1ccc(F)c(F)c1 (stereo not given) | -3 | 1.4% | -1% | -2% | -2% | -5 | -16 | 2 | -8 |
| C[C@@H](NC(=O)[C@@H]1Cc2ccccc2CN1C(=O)OC(C)(C)C)C(=O)NCC1CCCO1 (stereo not given in full) | 4 | 4.7% | 2% | -5% | 1% | 5 | -7 | -1 | 1 |
| Cc1cc(=O)[nH]c(N/N=C/c2ccc(O)c(O)c2)n1 | -3 | -3.8% | -2% | 0% | -5% | -3 | 22 | 2 | 11 |
| CC(C)Cc1ccc(CN2CCC(n3nccc3NC(=O)C3CCCC3)CC2)cc1 | 7 | 2.5% | -2% | -9% | -4% | 6 | 17 | 20 | 3 |
| CC(=O)N1CCN(c2c(F)c(F)c(C(F)(F)F)c(F)c2F)CC1 | -3 | -2.6% | 0% | -1% | 2% | -11 | / | 8 | -1 |
| N#Cc1c(N)nc(SCC(=O)OCc2ccccc2)c(C#N)c1-c1ccco1 | -6 | 1.8% | -3% | 2% | -6% | -20 | 12 | 3 | -4 |
| CC(C)c1ccc2c(c1)C1(NN=C(c3ccccc3)S1)C(=O)N2 (stereo not given) | -1 | -3.9% | -3% | 2% | ? | -6 | -4 | 2 | 3 |
| COc1ccc(/C(N)=N/OC(=O)CCCN2C(=O)c3ccccc3C2=O)cc1OC | -1 | 0.4% | -1% | 5% | -1% | 1 | 0 | 2 | -11 |
| CC(=O)N1CCOc2ccc(S(=O)(=O)NCc3ccc(F)cc3)cc21 | -7 | -0.5% | 1% | 5% | -8% | 3 | -8 | 2 | -1 |
| CCc1cccc(NC(=O)CSCc2cc(=O)[nH][nH]2)c1 | 2 | 0.2% | 1% | -3% | -3% | 3 | 1 | 5 | 8 |
| CC(C)(C)NC(=O)COc1ccc(CNc2ccc3[nH]c(=O)[nH]c3c2)cc1 | 1 | -5.0% | 0% | -9% | 0% | 5 | -18 | 3 | 15 |
| COc1ccc(OC)c(C(=O)COC(=O)c2ccccc2O)c1 | -4 | 1.7% | -2% | -16% | 11% | 12 | 7 | 2 | 0 |
| O=C(Nc1ccc(N2CCOCC2)cc1)c1c(F)cccc1Cl | -2 | 0.4% | -3% | 3% | 1% | 0 | 8 | 3 | 0 |
| O=C(NCC(c1cccs1)S(=O)(=O)c1cccs1)c1ccc(F)c(F)c1 (stereo not given) | -1 | 2.0% | -3% | 1% | -1% | / | 1 | 0 | -2 |
| COc1ccccc1-n1c(N)c(C(=O)NCC2CCCO2)c2nc3ccccc3nc21 (stereo not given) | 8 | 0.1% | 2% | 1% | -1% | -9 | -2 | 0 | -4 |
| CC(C)C[C@H](NC(=O)C1CCN(S(=O)(=O)c2ccccc2)CC1)C(=O)NCc1cccnc1 | 2 | 0.0% | 4% | 9% | -3% | 8 | 3 | 0 | -4 |
| COc1cc(/C=N/n2nnnc2N)ccc1OC(C)C | -6 | 2.6% | 1% | -10% | 5% | -10 | 1 | 2 | -10 |
| O=C(NCc1ccc2c(c1)OCO2)C1CCC(CNS(=O)(=O)c2ccccc2)CC1 (stereo not given) | -4 | -0.2% | 0% | 0% | -6% | -4 | 4 | 2 | -2 |
| COc1ccc(-c2ccn(-c3cccc(F)n3)n2)cc1 | -2 | 1.4% | ? | 9% | 7% | 7 | 11 | 5 | 8 |
| CCn1ncc([N+](=O)[O-])c1C(=O)Nc1cc(C)on1 | 0 | 2.5% | 2% | 5% | -3% | -7 | 3 | 2 | -11 |
| CN(Cc1ccccc1)C1=CC(=[N+]2CCCCC2)CC(C)(C)C1 | 10 | -1.0% | 0% | -12% | -6% | -8 | 0 | 5 | -17 |
| Cc1nn2c(=O)cc(COC(=O)c3cccs3)nc2s1 | -3 | 4.1% | 1% | 7% | 0% | 10 | / | 2 | -8 |
| Cc1ccc(CNC(=O)c2ccc(N3CCC4(CC3)CC(c3ccccc3)=NO4)c(NC(=O)c3ccco3)c2)cc1 | -1 | 0.6% | 1% | -3% | -1% | 0 | -4 | 9 | -15 |
| CCCCCSc1nc(N2CCOCC2)c2c(c1C#N)CC(C)(C)OC2 | 3 | 5.4% | -13% | 5% | -2% | 15 | 7 | 6 | 2 |
| Nc1cccc(NC(=O)c2cccs2)c1 | -1 | 2.4% | -8% | 4% | 9% | 9 | -3 | -1 | 2 |
| CS(=O)(=O)N1c2cccc3cccc(c23)S1(=O)=O | -4 | 0.3% | -1% | 29% | -4% | -2 | 3 | 3 | 8 |
| CCOc1cnn(Cc2ccccc2)c(=O)c1SCc1ccccc1 | -2 | 0.0% | 0% | -11% | -4% | -1 | 11 | 0 | 1 |
| O=C1CC(c2cccc(F)c2)C2=C(CCCC2=O)N1 (stereo not given) | -6 | 0.5% | 1% | 1% | -7% | -23 | 7 | 5 | -1 |
| Cc1ccsc1C(=O)N1CC(=O)Nc2ccccc21 | -1 | 0.3% | -27% | -5% | -5% | 2 | 7 | 6 | -4 |
| Cc1cccc(C)c1OCc1cc(C(=O)NCC2CCCCC2)no1 | -2 | 1.1% | 0% | -6% | -3% | -5 | 13 | 20 | 0 |
| Cc1ccc(NC(=O)CCCn2c(=O)c3cccn3c3cccnc32)c(Cl)c1 | 0 | -0.7% | 2% | -4% | -2% | 6 | 1 | 2 | 0 |
| CCCc1cc(C(=O)N2CCCC(C(=O)c3cc(C)c(OC)c(C)c3)C2)n(C)n1 (stereo not given) | 2 | 0.9% | -7% | -24% | -3% | 1 | -2 | 9 | 2 |
| CC1(C)CC(=O)C=C(c2ccc(-c3ccc(S(C)(=O)=O)cc3)cc2)C1=O | / | / | 0% | 0% | 5% | / | / | / | 0 |
| COc1ccc(/C=C/c2ccccc2)cc1[C@H]1[C@H]2C=CC[C@@H](C)[C@@H]2C(=O)N1Cc1ccccc1 | 4 | -1.0% | 1% | -4% | 1% | -4 | -2 | 3 | 0 |
| O=S(=O)(c1cccc2cccnc12)N1CCN(Cc2ccccc2)CC1 | -7 | 0.4% | 0% | 2% | -1% | 0 | 1 | 0 | -10 |

Next section; it opens with the 4 that closed the last part.
| compound | D1 PAM | RXFP1 agonist | Vif-A3G inh | Vif-A3F inh | GRP78 ERSR act | D1 antag | D2 potentiator | D1 agonist | LDHA block |
| --- | --- | --- | --- | --- | --- | --- | --- | --- | --- |
| CCCc1cc(C(=O)N2CCCC(C(=O)c3cc(C)c(OC)c(C)c3)C2)n(C)n1 (stereo not given) | 2 | 0.9% | -7% | -24% | -3% | 1 | -2 | 9 | 2 |
| CC1(C)CC(=O)C=C(c2ccc(-c3ccc(S(C)(=O)=O)cc3)cc2)C1=O | / | / | 0% | 0% | 5% | / | / | / | 0 |
| COc1ccc(/C=C/c2ccccc2)cc1[C@H]1[C@H]2C=CC[C@@H](C)[C@@H]2C(=O)N1Cc1ccccc1 | 4 | -1.0% | 1% | -4% | 1% | -4 | -2 | 3 | 0 |
| O=S(=O)(c1cccc2cccnc12)N1CCN(Cc2ccccc2)CC1 | -7 | 0.4% | 0% | 2% | -1% | 0 | 1 | 0 | -10 |
| Cn1nnc(NC(=O)c2cccs2)n1 | -4 | -0.5% | 0% | 12% | 0% | -11 | 2 | 0 | -3 |
| Cc1cc(OCC(=O)Nc2ncn[nH]2)c(C)c(C)c1Br | 2 | -1.8% | 1% | -3% | -5% | 3 | -12 | 1 | -3 |
| O=S(=O)(c1cccc(-c2nnc(-c3ccc(Br)cc3)o2)c1)N1CCCCCC1 | -2 | 2.8% | 0% | 2% | 2% | -2 | 13 | 1 | 0 |
| NS(=O)(=O)c1ccc(CCNC(=O)CNC(=O)Cc2ccccc2)cc1 | -1 | -1.4% | 1% | -18% | -1% | 2 | -1 | 0 | 3 |
| O=C(C1CCN(S(=O)(=O)c2ccc(Cl)s2)CC1)N1CCN(c2ccccc2)CC1 | / | / | 0% | 0% | -4% | / | / | / | -1 |
| O=C(COc1cc(Cl)c(Cl)cc1Cl)NCCN1CCOCC1 | -2 | 2.7% | -6% | 1% | 1% | -9 | -6 | 0 | 7 |
